Bioassay records deposited in PubChem by several laboratories.
BoNT F protease – inhibitors of Botulinum neurotoxin F light chain protease; Multiplex microsphere protease cleavage assay, flow cytometry; inhibition, % at 10 µM; actives 0.22% (n = 360,000); AID 588497; in the data active = inhibition above about 35%, passing the limit was not always enough; inconclusive = no clear call, values can overlap the other calls; note: plate controls were buffer without enzyme for full effect and enzyme alone for no effect
GDH-TPI counter – counter-screen for M. tuberculosis FBA inhibitors: GDH-TPI coupled enzymes. GDH-TPI coupled enzyme counterscreen, NADH absorbance. inhibition, % at 4.8 µM. actives 1.2% (n = 360,000); in the data active = inhibition above about 30%;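 note: 0% = DMSO wells and 100% = wells lacking the enzyme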
FadD28 binding – M. tuberculosis FadD28 bisubstrate binding inhibition; FadD28 bisubstrate probe binding, fluorescence polarization; inhibition, % at 12.5 µM; actives 0.22% (n = 360,000); in the data active = inhibition above about 8.5%, passing the limit was not always enough; inconclusive = no clear call, values can overlap the other calls
Rv3671c inh – inhibitors of M. tuberculosis serine protease Rv3671c. inhibition, % at 5.96 µM. P9WHR9. actives 0.048% (n = 320,000); in the data active = inhibition above about 38%;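 note: extracellular domain of Rv3671c used as enzyme; 0% = enzyme with DMSO and 100% = no enzyme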
Target sequence (P9WHR9 whole entry, looked up, the tested form may be a part): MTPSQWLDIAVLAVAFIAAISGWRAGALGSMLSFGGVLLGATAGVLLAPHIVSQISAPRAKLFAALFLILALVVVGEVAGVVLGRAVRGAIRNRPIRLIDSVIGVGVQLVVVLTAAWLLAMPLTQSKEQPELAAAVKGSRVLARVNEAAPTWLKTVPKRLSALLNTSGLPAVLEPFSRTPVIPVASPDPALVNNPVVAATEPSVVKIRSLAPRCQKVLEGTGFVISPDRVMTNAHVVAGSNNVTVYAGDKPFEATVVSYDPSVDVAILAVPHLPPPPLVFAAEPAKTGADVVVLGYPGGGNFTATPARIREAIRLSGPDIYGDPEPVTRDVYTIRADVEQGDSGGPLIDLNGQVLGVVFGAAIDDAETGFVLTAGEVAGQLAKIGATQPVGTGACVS
PrPC TRFRET – cell surface PrPC inhibition, primary TR-FRET screen; P04156; TR-FRET read-out; inhibition, % at 13.8 µM; actives 0.43% (n = 370,000); AID 720596; in the data active = inhibition above about 24%; note: 0% = median of the test wells and 100% = reference compound wells
MazF activator – increases E. coli MazEF RNase cleavage of RNA. activation, % at 20 µM. FAM/BHQ RNA-DNA oligo cleavage fluorescence, 5 h. P0AE70. actives 0.32% (n = 350,000); in the data active = activation above about 50%
Target sequence (P0AE70 whole entry, looked up): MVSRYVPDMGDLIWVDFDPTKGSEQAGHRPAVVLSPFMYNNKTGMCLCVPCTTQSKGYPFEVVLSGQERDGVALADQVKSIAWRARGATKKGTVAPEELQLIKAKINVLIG
FBA Mtb inh – Mtb fructose-bisphosphate aldolase inhibition. purified M. tuberculosis FBA, fluorescence read-out. inhibition, % at 1 µM. actives 2.3% (n = 360,000); in the data active = inhibition above about 27%;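 note: 0% = vehicle and 100% = reference inhibitor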
BioA inh – BioA (M. tuberculosis) enzyme inhibition | purified M. tuberculosis BioA enzyme, plate reader | inhibition, % at 9.99 µM | actives 0.096% (n = 360,000); in the data active = inhibition above about 40%; inconclusive = no clear call, values can overlap the other calls
UGM FP inh – Mtb UDP-galactopyranose mutase inhibition; P9WIQ1; purified UGM, fluorescence polarization probe displacement; inhibition, % at 10 µM; actives 0.06% (n = 320,000); in the data active = inhibition above about 10%, passing the limit was not always enough; inconclusive = no clear call, values can overlap the other calls
Target sequence (P9WIQ1 whole entry, looked up): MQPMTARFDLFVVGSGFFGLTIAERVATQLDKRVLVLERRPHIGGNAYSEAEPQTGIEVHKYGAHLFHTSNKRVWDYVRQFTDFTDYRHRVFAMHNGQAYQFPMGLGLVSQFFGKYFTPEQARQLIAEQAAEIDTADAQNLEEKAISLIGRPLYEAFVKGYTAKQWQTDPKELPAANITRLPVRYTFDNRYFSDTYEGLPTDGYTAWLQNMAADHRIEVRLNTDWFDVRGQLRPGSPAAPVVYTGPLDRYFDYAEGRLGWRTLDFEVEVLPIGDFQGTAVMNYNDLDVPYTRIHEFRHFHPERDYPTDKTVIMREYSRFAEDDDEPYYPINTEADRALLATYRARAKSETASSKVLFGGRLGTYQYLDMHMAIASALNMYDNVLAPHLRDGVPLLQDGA
Numbers without * were called inactive; ? = inconclusive; . = no result given; + = active, no number. This is a random part of the collection, and some 4.8% of all compounds hit somewhere here.

SMILES	BoNT F protease	GDH-TPI counter	FadD28 binding	Rv3671c inh	PrPC TRFRET	MazF activator	FBA Mtb inh	BioA inh	UGM FP inh
Cc1cccc(NC(=O)CCN2CCC(C(N)=O)CC2)c1	1.9	-15.7	0.3	2.3	3.2	-18.5	0.1	-0.6	0.1
Cc1cc(OCC(=O)N2CCN(c3cccc(Cl)c3)CC2)c2c(C)c(C)c(=O)oc2c1	6.3	7.4	-5.1	-3.5	2.9	25.1	1.7	1.0	1.6
CC[C@H]1OC(=O)[C@H](C)[C@@H](O[C@H]2C[C@@](C)(OC)[C@@H](O)[C@H](C)O2)[C@H](C)[C@@H](O[C@@H]2O[C@H](C)C[C@H](N(C)C)[C@H]2O)[C@](C)(O)C[C@@H](C)C(=O)[C@H](C)[C@@H](O)[C@]1(C)O	2.9	-3.6	1.9	1.6	-1.3	-34.9	-2.0	0.2	0.2
COc1ccc(F)cc1-c1cc(C(=O)NCc2ccc(F)cc2)[nH]n1	-6.7	-8.8	-7.4	.	9.0	.	-1.0	-0.1	.
O=C(Nc1ccc(Br)cc1)c1ccccc1CC[N+](=O)[O-]	-6.1	-11.1	-4.6	-5.8	2.3	-6.2	1.2	1.7	1.2
O=C(Nc1nccs1)c1cc(S(=O)(=O)N2CCCCC2)ccc1Cl	-1.0	6.8	-2.7	-0.8	7.5	-1.5	-1.8	-0.6	0.2
O=C(COc1coc(CN2CCN(c3ccccc3F)CC2)cc1=O)NC1CCCC1	17.0	-5.5	-3.1	0.0	-8.1	4.2	-0.6	-1.9	-0.2
CC(NC(=O)Nc1ccc(Cl)cc1)C(c1cccs1)N1CCOCC1 (stereo not given)	-0.5	2.4	-2.3	1.6	-0.1	-2.1	-1.7	-0.7	1.8
COc1ccccc1NC(=O)COC(=O)c1ccc(S(=O)(=O)N2CCCCCC2)cc1	-4.7	13.2	-1.6	9.2	-8.6	6.9	4.8	.	-0.3
O=C(Nc1nc2ccc(Cl)cc2s1)c1ccc(Br)o1	-1.7	15.4	-0.9	-24.0	11.8	-0.1	7.1	-4.9	-1.1
COc1cccc2sc(NN)nc12	-6.0	5.0	?	5.9	0.8	-4.6	3.0	.	-0.6
O=C(c1ccccc1F)N1CCN(Cc2cccc(Cl)c2)CC1	5.1	0.5	-0.6	-5.6	9.5	-2.0	1.6	1.0	0.6
CC(C)CCN1CC(=O)N2[C@@H](Cc3c([nH]c4ccccc34)C2(C)C)C1=O	21.0	8.0	-1.5	.	-1.4	7.0	0.4	-0.3	-3.6
COc1ccccc1N(C)S(=O)(=O)c1ccc(C(=O)NCC(c2ccco2)N2CCCCC2)cc1 (stereo not given)	-8.5	-5.5	-0.8	.	-2.1	-0.6	0.4	1.5	.
S=c1[nH]nc(COc2ccccc2)n1/N=C/C=C/c1ccco1	?	9.4	-2.9	6.3	-2.4	1.5	-3.7	1.4	2.7
O=C(Nc1nc2c(Cl)ccc(Cl)c2s1)C1CC1	11.1	-0.5	0.9	-12.3	10.6	0.4	-0.8	-1.9	3.4
CC(=O)N1CCOc2ccc(S(=O)(=O)N3CCN(c4cc(C)ccc4C)CC3)cc21	.	-6.1	-1.7	-9.7	-0.1	2.4	-0.3	-0.3	1.3
CCn1c(CC(=O)Nc2ccccc2C)nnc1SCC(=O)Nc1nncs1	1.3	-0.8	-2.2	1.6	2.7	5.2	2.4	-0.2	0.3
CN(C)c1ccc(C(CNS(=O)(=O)c2cccc([N+](=O)[O-])c2)N2CCOCC2)cc1 (stereo not given)	6.6	0.3	-0.4	-0.5	-6.5	3.0	3.6	1.7	2.3
Oc1ccc(/C=N/NC(=S)NC2CC3CCC2C3)cc1 (stereo not given)	?	60.5*	-0.1	-3.3	2.6	8.4	-0.8	0.0	0.5

Six entries from above, sorted by heavy-atom count, low to high:
SMILES	BoNT F protease	GDH-TPI counter	FadD28 binding	Rv3671c inh	PrPC TRFRET	MazF activator	FBA Mtb inh	BioA inh	UGM FP inh
COc1cccc2sc(NN)nc12	-6.0	5.0	?	5.9	0.8	-4.6	3.0	.	-0.6
O=C(Nc1nc2c(Cl)ccc(Cl)c2s1)C1CC1	11.1	-0.5	0.9	-12.3	10.6	0.4	-0.8	-1.9	3.4
S=c1[nH]nc(COc2ccccc2)n1/N=C/C=C/c1ccco1	?	9.4	-2.9	6.3	-2.4	1.5	-3.7	1.4	2.7
CC(C)CCN1CC(=O)N2[C@@H](Cc3c([nH]c4ccccc34)C2(C)C)C1=O	21.0	8.0	-1.5	.	-1.4	7.0	0.4	-0.3	-3.6
CCn1c(CC(=O)Nc2ccccc2C)nnc1SCC(=O)Nc1nncs1	1.3	-0.8	-2.2	1.6	2.7	5.2	2.4	-0.2	0.3
CN(C)c1ccc(C(CNS(=O)(=O)c2cccc([N+](=O)[O-])c2)N2CCOCC2)cc1 (stereo not given)	6.6	0.3	-0.4	-0.5	-6.5	3.0	3.6	1.7	2.3

Next section:
SMILES	BoNT F protease	GDH-TPI counter	FadD28 binding	Rv3671c inh	PrPC TRFRET	MazF activator	FBA Mtb inh	BioA inh	UGM FP inh
O=C(c1ccc(F)cc1)N(Cc1ccccc1)C1CCS(=O)(=O)C1 (stereo not given)	13.5	12.6	-2.0	15.7	-3.7	-4.1	-0.1	-1.4	-3.3
CC1(C(=O)Nc2cccc3cccnc23)CCN1Cc1csc2ccccc12 (stereo not given)	-12.5	7.1	-1.7	.	-4.9	.	1.4	-1.4	.
O=C1CCCC2=C1C(c1ccco1)Nc1ccc3ccccc3c12 (stereo not given)	3.7	22.5	2.4	7.4	5.3	4.1	95.1*	-2.2	-0.6
O=S(=O)(Nc1cc(C(F)(F)F)ccc1N1CCOCC1)c1ccccc1	.	5.4	-0.7	-1.5	5.1	-8.8	0.7	.	-1.1
OCCCN1CCN(CCCOc2ccccc2-c2ccccc2)CC1	-5.5	-2.6	-3.9	-0.1	-8.2	12.0	0.0	-1.4	-2.9
c1ccc(OCc2nnnn2-c2ccccc2)cc1	-2.5	5.9	-3.7	0.7	-0.9	-0.7	5.5	.	-0.2
O=C(NC1CCc2ccccc21)c1cc(COc2ccc(F)cc2Cl)on1 (stereo not given)	-3.7	15.2	-3.4	2.4	3.6	-1.8	-2.2	-0.6	-2.5
Cc1noc(C)c1C(=O)Nc1ccc(-c2nnc3n2CCCCC3)cc1	-4.2	3.5	0.5	-6.7	7.4	-16.2	-1.0	0.5	7.5
COC(=O)c1ccc(S(=O)(=O)NCc2ccc(S(N)(=O)=O)cc2)o1	7.5	8.8	-0.5	3.2	-4.5	1.6	4.1	.	-2.4
O=C(c1cc2ccccc2o1)N1CCN(CCOc2ccccc2)CC1	6.4	9.1	-1.4	.	6.1	0.8	1.9	1.2	.
COCc1cc(C)nc(SCC[N+](C)(C)CC(=O)Nc2cccc(C(F)(F)F)c2)c1C#N	0.8	-7.6	-5.5	3.8	9.9	16.6	6.2	2.3	-0.5
Cc1ccc2c(c1)N(C(=O)CCC(=O)NCc1ccccn1)CC(C)O2 (stereo not given)	-5.0	7.7	-0.5	-1.7	-4.1	9.9	0.0	0.4	0.1
CCOC(=O)C1(CCOC)CCN(C(=O)Cc2ccsc2)CC1	3.0	7.5	-3.0	4.0	-0.9	4.6	1.5	0.4	-1.2
Cc1ccc(-c2noc(Cn3nc(C(=O)O)c4ccccc4c3=O)n2)cc1	14.6	-3.0	-4.9	-3.0	-6.2	5.9	0.5	-2.2	-3.2
N#Cc1c(-c2ccc(Cl)cc2)ccnc1N1CCOCC1	-0.7	9.8	-0.2	-6.1	6.7	5.2	7.3	.	4.1
O=C(COc1ccc(NC(=O)c2cccs2)cc1)c1ccc(F)cc1	-3.6	3.8	-0.1	0.0	11.0	-16.7	-1.5	0.3	-0.7
CC(=O)Nc1ccc(C(=O)OCC(=O)Nc2ccc(N3CCOCC3)cc2)cc1	-10.5	-7.3	2.2	1.5	-3.4	12.6	0.8	-1.4	-0.2
Fc1ccccc1Cc1noc(CN(Cc2ccccn2)CC2CCCO2)n1 (stereo not given)	6.0	-1.3	-0.6	-0.2	-2.2	-2.1	0.3	.	4.0
CC(Oc1cc2oc(=O)c3c(c2cc1Cl)CCC3)C(=O)N1C[C@H]2C[C@@H](C1)c1cccc(=O)n1C2 (stereo not given in full)	-9.2	18.6	-0.9	-6.1	-6.5	-2.5	37.2*	3.9	3.2
COC(=O)c1ccc(Cn2nnc3ccccc32)cc1	9.7	16.2	-4.4	5.2	4.5	5.1	-0.4	.	-4.7
COc1ccc(NC(=O)C2CCCO2)c(OC)c1 (stereo not given)	?	-4.9	-2.7	-7.0	-1.2	-1.7	-0.2	0.1	0.9
COc1ccc(CCNC(=O)CN(c2cc([N+](=O)[O-])ccc2OC)S(C)(=O)=O)cc1	-3.1	4.2	-3.1	-0.9	-4.7	6.7	-0.6	.	-1.1
Cc1nc(CN2CCN(C(=O)c3ccc(C(C)(C)C)cc3)CC2)cs1	-22.6	12.0	-0.6	0.2	5.0	-3.6	2.1	0.9	0.4
Clc1ccc(-c2nc3ccccn3c2CN2CCSCC2)cc1	-4.6	6.3	-5.4	-4.3	3.5	-3.3	0.2	.	-1.0
CN1C(=O)C(CC(N)=O)N(NC(=O)c2ccc(Cl)cc2)C1=S (stereo not given)	-1.0	14.7	-1.1	-3.8	-2.6	-6.0	-1.5	-0.1	-1.4
CCc1cccc(C)c1NC(=O)CO/N=C(\N)CC(=O)NC1CCCCC1	1.9	0.7	0.1	-5.9	6.4	4.7	1.0	.	-0.5
COc1cc(/C=C/C(=O)OCC(=O)Nc2cc(S(=O)(=O)N3CCCCC3)ccc2C)ccc1O	3.6	16.2	-3.7	-10.8	-5.4	-2.3	4.3	.	1.9
COc1cc(NC(=O)c2ccc(Cl)cc2Cl)ccc1-c1cc2ccccc2oc1=O	-4.0	-6.7	-4.1	-21.4	-6.9	-29.9	13.1	0.6	-0.8
CCO/C(C)=N/Oc1cccc(N(C)C)c1	-2.0	.	-3.3	.	-3.0	.	-0.9	-2.2	.
C=CCNc1nc(-c2ccc(OC)cc2OC)cs1	1.1	10.7	-0.5	-6.6	-2.6	-5.7	-1.9	-0.4	1.8
CCOC(=O)c1cc2c(=O)n3ccccc3nc2n(CCOC)c1=NC(=O)C(C)(C)C	26.8	-8.4	-2.7	2.5	-6.2	-8.7	+	1.8	-1.6
CCN1CCN(C(c2cccs2)C(C)NC(=O)c2c(F)cccc2F)CC1 (stereo not given)	1.7	1.2	-2.1	-4.0	0.2	9.3	0.8	-1.8	0.1
CCOc1ccc(Cn2c(=O)oc3ccccc32)cc1	?	14.0	-3.8	.	-0.2	3.9	1.8	0.1	1.9
COc1cc(CNc2ccccc2SC)cc(OC)c1OC	-3.3	3.7	-1.5	-1.6	-3.6	-3.1	6.2	.	-0.7
c1ccn2cc(-c3ccc4c(c3)OCO4)cc2c1	-11.4	3.1	1.3	18.6	2.6	-6.4	-2.4	.	-0.4
COc1ccc(S(=O)(=O)Nc2ncccc2C)c2ccccc12	-25.0	7.7	-1.6	-6.2	-7.1	2.9	1.9	0.2	-1.1
O=C(CCN1C(=O)C2C3C=CC(C3)C2C1=O)NCCc1ccccc1 (stereo not given)	-4.7	0.0	-0.4	-3.1	-8.1	4.2	-1.2	-0.5	0.0
C/C(=C\c1ccccc1)CN1CCN(c2ccccc2)CC1	-1.1	5.0	-1.2	-10.3	3.7	-2.8	-1.0	.	-2.0
CCN(c1ccccc1)S(=O)(=O)c1ccc(C(=O)N(C)Cc2cccs2)cc1	-8.7	4.9	-1.7	-2.2	-0.2	0.3	0.5	0.1	0.1
COc1ccc2oc(C(=O)OCC(=O)N3CCN(c4ccccc4)CC3)c(C)c2c1	-11.2	-10.0	-1.1	-4.7	-7.5	-1.7	5.0	-0.5	0.9
CCOC(=O)c1c[nH]c(=O)c(Br)c1O	-3.7	-2.6	-3.4	-6.9	0.8	0.8	-1.4	.	-0.7
CSc1ccccc1NC(=O)C1(C)CCN1C(=O)Cc1ccc(Cl)cc1Cl (stereo not given)	1.0	-13.8	-7.7	.	3.2	.	0.1	-0.1	.
CC1CCCCN1C(=O)CSc1nnc(-c2ccco2)n1C (stereo not given)	0.8	6.6	-4.1	-6.3	-0.8	13.9	-3.2	-0.9	-0.8
O=C(CN1C(=O)NC2(CCCC2)C1=O)NCc1ccccc1	-1.6	2.5	-0.9	7.0	-2.9	-14.7	1.2	-3.8	5.5
